# Luciferase inh – qHTS Assay for Inhibitors of Firefly Luciferase | Luciferin 4-monooxygenase (Photinus pyralis), P08659 | purified firefly luciferase, luminescence, 8 min | Potency, µM (doses to about 57.1 µM), for inactives: at the highest dose activity change, negative = inhibition, most hits filed as inhibitors | actives 2.2% (n = 72,000) | AID 411, 2009; further: potency means the concentration at half of the fitted maximal effect; on the % scale 0 is the no-effect control and ±100 the full control effect; nearly all actives have a fitted effect of over 40% in size
#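 Here, luciferase activity is measured as luminescence following an 8 min room-temperature reaction at 10 uM ATP, pH 7.2. Every library sample is titrated.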
# ERK AVP inh – qHTS Assay for Inhibitors of the ERK Signaling Pathway using a Homogeneous Screening Assay; AID 995, 2007; Potency, µM (titrated, usually from 57.5 µM), without a hit: at the top dose activity, negative = inhibition, actives largely listed as inhibitors; actives 0.99% (n = 72,000); HEK293-V1b, vasopressin-stimulated pERK AlphaScreen; further: potency means the concentration at half of the fitted maximal effect; on the % scale 0 is the no-effect control and ±100 the full control effect; nearly all actives have a fitted effect of over 55% in size
#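 qHTS, compounds titrated on V1b-expressing HEK293 cells. Preincubation 30 min at 37C, vasopressin 25 nM for 5 min, lysis 10 min, bead incubation 5 hr at room temperature.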
# HADH2 inh – qHTS Assay for Inhibitors of HADH2 (Hydroxyacyl-Coenzyme A Dehydrogenase, Type II); recombinant HADH2, NADH fluorescence, beta-hydroxybutyryl-CoA; AID 886, 2007; Potency, µM (series often up to 57.1 µM), for inactives: at the highest dose activity change, negative = inhibition, actives largely listed as inhibitors; actives 3.4% (n = 73,000); 3-hydroxyacyl-CoA dehydrogenase type-2 (Homo sapiens), Q99714; further: potency means the concentration at half of the fitted maximal effect; on the % scale 0 is the no-effect control and ±100 the full control effect; nearly all actives have a fitted effect of over 60% in size; many of its hits are not listed in these tables
# Target sequence (Q99714 whole entry, looked up, one chain of several): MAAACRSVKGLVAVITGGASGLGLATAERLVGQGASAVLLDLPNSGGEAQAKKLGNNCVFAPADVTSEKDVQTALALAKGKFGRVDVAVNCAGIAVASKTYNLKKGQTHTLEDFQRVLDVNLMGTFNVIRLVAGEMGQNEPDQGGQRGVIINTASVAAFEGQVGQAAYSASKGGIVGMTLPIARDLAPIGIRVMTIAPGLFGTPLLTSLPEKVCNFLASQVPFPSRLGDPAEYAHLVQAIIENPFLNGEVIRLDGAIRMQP
#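 Read-out: 360 nm excitation, 450 nm emission, kinetic over 4 min. Conditions: His-tagged human HADH2 20 nM, pH 9.0 Tris with Tween-20, 1 mM NAD+, 90 uM beta-hydroxybutyryl-CoA.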
# Hsp90 Hop PPI – qHTS Assay for Disrupters of an Hsp90 Co-Chaperone Interaction | Potency, µM (series often up to 57 µM), for the others: at the top dose activity change, negative = inhibition | AlphaScreen TPR2A-His6 binding biotin-Hsp90 C-terminal peptide | Hsp90 C-terminal peptide / TPR2A (Hop) interaction, human | AID 595, 2007 | actives 0.44% (n = 71,000); active means well fitted curve in either direction with a large enough effect; inconclusive means small, poorly fitted or top-dose-only effect, or another doubt; further: potency means the concentration at half of the fitted maximal effect; on the % scale 0 is the no-effect control and ±100 the full control effect; many of its hits are not listed in these tables
# CRE Fsk mod – Cell signaling CRE-BLA (Fsk stim) | CHO CRE-bla reporter (cAMP response element driving beta-lactamase), forskolin EC10, beta-lactamase ratio | Potency, µM (titrated, usually from 38.2 µM), inactives show at the top dose activity change, negative = inhibition, usual class: activators | actives 2.5% (n = 71,000) | AID 662, 2007; active means well fitted activation curve with a large enough effect in the signal ratio, with a control signal flat, not every such curve was filed as active; inconclusive means small, poorly fitted or top-dose-only effect, or effect the other way, or a change in a side signal; the % refers to the signal ratio; further: potency means the concentration at half of the fitted maximal effect; % of control where 0% means no effect
#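 Modulation of forskolin-driven signalling is measured in CHO cells carrying a CRE-controlled beta-lactamase reporter. Cells are stimulated with EC10 NKH 477 in the presence of titrated compound for 3 h at 37 °C, then loaded with CCF4 for 2 h at room temperature.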
# Texas Red fluor – qHTS Assay for Spectroscopic Profiling in Texas Red Spectral Region; actives 0.06% (n = 59,000); max dye-equivalent concentration, M; AID 587, 2007; Compound fluorescence, Texas Red channel, 547/618 nm; stronger effect = higher value; in the data active means max dye-equivalent concentration above about 10 nM; inconclusive means between about 1.1 nM and that limit
#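 Spectral interference profiling: each compound concentration's relative fluorescence, read with a 547 nm excitation and 618 nm emission filter pair, was normalized to a per-plate Texas Red standard curve.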
# ALOX15 inhib – qHTS Assay for Inhibitors of 15-hLO (15-human lipoxygenase); Polyunsaturated fatty acid lipoxygenase ALOX15 (Homo sapiens), P16050; purified 15hLO-1, xylenol orange hydroperoxide absorbance; Potency, µM (top dose mostly 57.1 µM), for the others: at the top dose activity change, negative = inhibition, most hits filed as inhibitors; actives 1.4% (n = 74,000); further: potency means the concentration at half of the fitted maximal effect; on the % scale 0 is the no-effect control and ±100 the full control effect; nearly all actives have a fitted effect of over 55% in size
#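 Readout: Fe(III)-xylenol orange absorbance, 573-to-405 nm ratio as reaction progress. Enzyme 40 nM purified human 15hLO-1, substrate 50 uM arachidonic acid, 6 min RT after 15 min compound preincubation; Hepes pH 7.5 buffer with Triton X-100.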
# Pol III holo inh – qHTS Assay for Inhibitors of DNA Polymerase III Holoenzyme System; reconstituted DNA polymerase III holoenzyme replication, biochemical; Potency, µM (series often up to 57.1 µM), for inactives: at the top dose activity change, negative = inhibition; AID 603, 2007; actives 0.25% (n = 71,000); further: potency means the concentration at half of the fitted maximal effect; on the % scale 0 is the no-effect control and ±100 the full control effect
#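 Reconstituted *E. coli* holoenzyme (0.35 nM Pol III, 1 nM beta, 154 nM SSB, 2 nM primase) was preincubated with compound for 15 min at RT. Synthesis on 1.4 nM ssM13Gori ran 35 min, then was stopped with PicoGreen/EDTA and read as dsDNA fluorescence.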
# Rhodamine autofl – qHTS Assay for Spectroscopic Profiling in Rhodamine Spectral Region; Rhodamine-region fluorescence, 547/598 nm, Tris buffer; stronger effect = higher value; max dye-equivalent concentration, M; actives 0.05% (n = 59,000); AID 594, 2007; in the data active means max dye-equivalent concentration above about 11 nM; inconclusive means between about 1.1 nM and that limit
#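 Compound fluorescence in 100 mM Tris, pH 8.0, read after 15 min at room temperature with 547 nm excitation and 598 nm emission. Output is dye-equivalent concentration from an on-plate rhodamine standard series.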
# HBB splice mod – qHTS Assay for Modulators of Hemoglobin Beta Chain Splicing; HBB splicing reporter cell assay, activation; EGFP reporter with mutant IVS2-654 intron; response scale: normalised to 500 nM splice-correcting PNA; Potency, µM (highest dose often 46.1 µM), for the others: at the top dose activation, actives largely listed as activators; actives 0.06% (n = 65,000); AID 925, 2007; further: potency means the concentration at half of the fitted maximal effect; 0% is about no effect
#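 Compounds were applied for 2 days to HeLa EGFP-654 cells, 500/well in Optimem with 2% FCS. The reporter's EGFP is disrupted by mis-splicing of beta-globin intron IVS2-654. Readout: summed well GFP fluorescence from 488 nm laser scanning; reference was 500 nM antisense […] 654 PNA.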
# Tau fil binding – qHTS Assay for Tau Filament Binding; Microtubule-associated protein tau (Homo sapiens), P10636; recombinant tau filaments, thioflavin S fluorescence, 15 h; filaments grown with octadecylsulfate alongside compound; Potency, µM (doses to about 57.1 µM), without a hit: at the highest dose activity change, negative = inhibition; actives 2% (n = 71,000);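 further: potency means the concentration at half of the fitted maximal effect; on the % scale 0 is the no-effect control and ±100 the full control effect; actives lower thioflavin S fluorescence by blocking filaments or displacing dye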
# Target sequence (P10636 whole entry, looked up): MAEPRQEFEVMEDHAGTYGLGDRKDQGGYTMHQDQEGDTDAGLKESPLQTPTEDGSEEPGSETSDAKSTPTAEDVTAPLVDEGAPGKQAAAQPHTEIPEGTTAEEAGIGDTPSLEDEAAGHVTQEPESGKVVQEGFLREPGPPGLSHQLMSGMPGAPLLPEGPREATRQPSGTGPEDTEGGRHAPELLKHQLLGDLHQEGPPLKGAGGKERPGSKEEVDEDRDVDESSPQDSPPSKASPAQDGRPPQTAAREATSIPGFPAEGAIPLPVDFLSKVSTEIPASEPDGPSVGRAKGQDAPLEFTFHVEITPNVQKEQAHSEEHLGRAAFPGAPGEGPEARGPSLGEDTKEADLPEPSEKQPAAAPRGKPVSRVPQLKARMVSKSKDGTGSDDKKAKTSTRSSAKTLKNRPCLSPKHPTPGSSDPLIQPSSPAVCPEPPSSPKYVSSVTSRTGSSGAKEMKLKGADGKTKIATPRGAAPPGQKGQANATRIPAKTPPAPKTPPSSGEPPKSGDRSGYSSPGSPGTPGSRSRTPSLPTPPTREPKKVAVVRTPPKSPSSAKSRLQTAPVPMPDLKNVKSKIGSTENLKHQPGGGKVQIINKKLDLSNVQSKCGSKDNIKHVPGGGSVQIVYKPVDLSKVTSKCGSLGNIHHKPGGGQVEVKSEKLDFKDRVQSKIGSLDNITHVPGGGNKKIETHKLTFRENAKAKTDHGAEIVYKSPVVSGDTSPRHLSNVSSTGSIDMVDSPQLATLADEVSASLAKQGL
#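 Read-out: ThS fluorescence, 450 nm excitation/510 nm emission; lower signal marks blocked filament formation or displaced dye. Tau at 1 uM with 30 uM ODS, 10 uM ThS, 5 mM DTT, 100 mM NaCl, 10 mM HEPES pH 7.4; 15 h, 37 C.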
# Starred values were filed as active, the others as inactive; i = inactive; u = inconclusive; x = no result given; & = joins results of further samples; ! = repeats disagree; [ ] = remark or other dose. Unless noted, the call rests on the fitted dose curve; in most records, active means well fitted curve in the direction sought with a large enough effect; inconclusive means small, poorly fitted or top-dose-only effect, or another doubt; inactive means no such curve, though single readings can be large; an effect the other way counts as inactive or inconclusive.
SMILES,Luciferase inh,ERK AVP inh,HADH2 inh,Hsp90 Hop PPI,CRE Fsk mod,Texas Red fluor,ALOX15 inhib,Pol III holo inh,Rhodamine autofl,HBB splice mod,Tau fil binding
COC(=O)C1(CC(C)C)C=C2C(=C(C)C(=O)C2C)CN1 (stereo not given),x,-1%,-3%,-1%,-4%,x,x,-4%,x,0.3%,11%
O=C(Nc1ccc2nc(-c3ccc(Br)o3)[nH]c2c1)c1ccco1,10µM*,-26%,0%,-7%,u,i,-5%,2%,i,0.5%[0.369 µM],-6%
CC(C)=CCC/C(C)=C/CO/N=C1/C[C@@H](O)[C@@H](O)[C@@H]2[C@@H]3C(=O)N(C4CCCCC4)C(=O)[C@H]3CC[C@H]12,2%[11.4 µM],24%[11.5 µM],3%[11.4 µM],x,x,x,4%[11.4 µM],x,x,2.0%[9.22 µM],x
COC(=O)c1ccccc1N1C(=O)C2C(C1=O)[C@H]1C=C[C@@H]2C1 (stereo not given in full),0%,-15%,-1%,-6%,-8%,u,-1%,5%,i,-0.9%[57.5 µM],-2%
CCCOc1ccc(C(=O)c2nc3c(n2O)CCCC3)cc1,3%,-14%,-9%,-3%,u,u,-5%,3%,i,-1.0%[1.84 µM],-6%
Cc1ccc(C(=O)C(C)OC(=O)C2CC(=O)N(C3CCCCC3)C2)cc1 (stereo not given),-4%,-19%,3%,0%,6%,i,-22%,2%,i,-0.7%,-6%
Brc1cccc(-c2nnc3n2CCC3)c1,3%,-7%,-2%,0%,u,i,9%,-2%,i,-1.5%,-1%
CC1=NCC[N@@+]1(CCc1ccccc1)Cc1ccccc1,4%[11.4 µM],10%[11.5 µM],6%[11.4 µM],-3%[11 µM],-5%[7.6 µM],i,0%[11.4 µM],-10%[11.4 µM],i,0.6%[9.22 µM],7%[11.4 µM]
CC(=O)Nc1ccccc1Sc1ccccc1,3%,1%,8%,0%,5%,i,5%,-4%,i,0.0%,13%
O=C(CN1CCc2ccccc21)NC(=O)NCc1ccco1,0%,-16%,-1%,-9%,-21%,u,-2%,-3%,i,3.4%,-4%
Cc1cccc(-n2c(SCC(=O)NCc3ccco3)nnc2-c2ccco2)c1,2%,-21%,-4%,-5%,u,u,-4%,-3%,i,-0.3%,14%
Cc1occc1-c1nnc(SCC(=O)N2CCOCC2)n1CCc1ccccc1,-2%,-6%,6%,-4%,1%,u,-1%,-3%,i,x,-20%
O=c1c2c(nc3c(-c4ccc(Cl)cc4)c[nH]n13)CCCC2,2%,11%,16µM*,u,5%,i,3%,-7%,i,0.0%[57.5 µM],-12%
COc1ccccc1-c1nnc(N(C)C(=O)C2CCCO2)s1 (stereo not given),-18%,-21%,482%[activator],-5%,u,u,-5%,-3%,i,-2.7%,3%
CCCOC(=O)C1=C(C)NC2=C(C(=O)CCC2)C1c1cc(OC)ccc1OC (stereo not given),0%,-1%,-5%,0%,-1%,i,-4%,-1%,i,1.4%[57.5 µM],3%
Clc1ccc2nc(SCc3nnc(-c4ccccc4)o3)[nH]c2c1,3%,u,-6%,-1%,u,u,-12%,-6%,i,-0.4%[57.5 µM],3%
CCCC[C@@H]1C[C@H]1C(NC(=O)c1cccs1)c1ccccc1C(F)(F)F (stereo not given in full),x,u,1%,15%,-4%,x,x,-6%,x,3.7%,-12%
COc1cccc(Cn2c(=O)c(-c3cc(F)cc(F)c3)nc3cnc(N(C)C)nc32)c1,2%[11.4 µM],-5%,3%,-6%,u,i,-7%,-4%,i,4.7%,106%
COC(=O)c1ccc(NS(=O)(=O)N(C)C)cc1,1%,-5%,-10%,-1%,-2%,i,10%,-1%,i,0.0%,0%
Cc1ccc(NCc2nc3ccccc3n2C)cc1,13µM*,-26%,6%,-3%,u,u,16µM*,-10%,i,0.7%,-1%
CCC(C(=O)NC1CCCC1)N(C(=O)Cn1nnc(-c2ccc(C)o2)n1)c1cnc2ccccc2c1 (stereo not given),3%,-13%,22%,-5%,-3%,i,4%,-2%,i,-0.3%[57.5 µM],5%
COc1ccc(CN2CC(C(=O)NCCN3CCN(c4ccccc4F)CC3)CC2=O)cc1 (stereo not given),-1%,-1%,3%,3%,-14%,i,0%,-1%,i,4.6%[0.369 µM],1%
S=C(S)O[C@@H]1C[C@@H]2C[C@H]1[C@@H]1CCC[C@H]21,-13%&0%,-14%&-25%,u,-10%&-6%,u,i,25µM*!,-8%&23%,i,1.3%,u
O=C(COc1ccc(Cl)cc1Cl)Nc1ccc2nc3n(c(=O)c2c1)CCCC3,1%,u,17%,9%,u,i,-3%,5%,i,0.5%,218%
COc1ccc2nc3c(c([Si](C)(C)C(C)(C)C)c2c1)Cn1c-3cccc1=O,x,u,u,-9%,u,x,x,-8%,x,0.9%,-17%
CC12CN3CC(C)(CN(C1)C3c1cc3ccccc3[nH]1)C2=O (stereo not given),2%,13%,4%,0%,-3%,i,13%,2%,i,x,-13%
O=C(COC(=O)C1CCC1)NCc1ccccc1Cl,16µM*,12%,5%,1%,-8%,i,4%,-2%,i,-1.6%,3%
CCOc1cc2c(cc1OCC)C(C(=O)O)C(c1cc(Br)c(O)c(OC)c1)N(C)C2=O (stereo not given),3%,16%,-6%,2%,23%,u,-2%,-3%,i,-4.5%,-21%
O=C(O)[C@@H]1[C@@H]2O[C@H]([C@@H](Br)[C@H]2Br)[C@H]1C(=O)O,3%[11.4 µM],15%[11.5 µM],-9%[11.4 µM],-3%[11 µM],u,u,8%[11.4 µM],-10%[11.4 µM],i,3.6%[9.22 µM],11%[11.4 µM]
Cc1nc2ccccc2c2c1C(=O)N(C)C2=O,1%,-27%,16%,-9%,u,i,-1%,-13%,i,-0.1%,u
CC(C)CC(c1nnnn1CCc1ccccc1)N1CCN(C(=O)c2ccco2)CC1 (stereo not given),3%,-1%,1%,-3%,-6%,i,5%,3%,i,-2.5%,-4%
COc1ccccc1N1CCN(C(=O)C2c3ccccc3Oc3ccccc32)CC1,2%,u,7%,-7%,u,i,-29%,-3%,i,4.9%[0.369 µM],21%
CCOC(=O)C1=C(CN2CCOCC2)NC(=O)NC1c1cc(C)ccc1C (stereo not given),1%,-6%,17%,0%,9%,i,8%,-4%,i,-0.9%,-5%
N=c1sccn1CC(=O)Nc1ccccc1Cc1ccccc1,2%,20%,2%,-2%,-18%,i,11%,1%,i,-0.4%[57.5 µM],-20%
Cc1ccc(S(=O)(=O)N(Cc2cc3cc4c(cc3[nH]c2=O)OCCO4)CC2CCCO2)cc1 (stereo not given),5%,-15%,-6%,-2%,1%,i,-3%,-4%,i,x,-2%
C[C@@]1(C(=O)O)CCC[C@@H]1C(=O)O,3%[11.4 µM],5%[11.5 µM],-16%[11.4 µM],-1%[11 µM],9%[7.6 µM],i,5%[11.4 µM],-14%[11.4 µM],i,1.4%[9.22 µM],14%[11.4 µM]
COc1ccc(Cc2nnc3c4cnn(C)c4ncn23)cc1,4%,32%[activator],3%,3%,16%,i,-28%,-6%,i,-1.4%,0%
COc1ccccc1-c1cc(C(=O)NCc2ccc(Cl)cc2)no1,-2%,1%,u,4%,7%,u,-19%,4%,i,-0.8%,19%
CCC(NC(=O)OC(C)(C)C)C(=O)Oc1ccc2c3c(c(=O)oc2c1)CCC3 (stereo not given),4%,-16%,i,0%,u,u,6%,1%,i,1.5%[57.5 µM],1%
O=C(c1c(Cl)cccc1Cl)N1CCN(c2ccccn2)CC1,0%,2%,4%,1%,-4%,i,-1%,-2%,i,1.5%,-12%

# High-throughput results deposited in PubChem BioAssay by National Center for Advancing Translational Sciences (NCATS).

# An excerpt; rates above refer to the full screens.
